STAT3 blocker – reduces IL-6 driven STAT3 reporter signal; U3A cells, IL-6 STAT3-luciferase reporter, luminescence; host cell line lacks STAT1; 190,000 compounds, 0.89% hits; inhibition, % at 5.5 µM;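 active = inhibition above the mean inhibition across all screened compounds plus 3 SD, cut at about 44% in these data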;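 note: 0% = DMSO only wells and 100% = 100 µM nifuroxazide control wells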
STAT1 activator – STAT1 signaling activation; 200,000 compounds, 2.6% hits; NIH 3T3 STAT1-luciferase reporter, IFN-gamma, luminescence; 100% = IFN-gamma alone, no compound; AID 932; activation (% of control), % at 5.5 µM;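 active = activation above the screen-wide mean activation plus 3 SD, cut at about 130% in these data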;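 note: raw ratio to IFN-gamma control signal so 100% means no change and 0% no light; values of inactives mirror those of a sister screen read the other way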
APP transl inh – APP translation inhibition; inhibition, % at 2 µM; SH-SY5Y APP 5'UTR-luciferase reporter, luminescence; AID 1285; 190,000 compounds, 0.82% hits;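 active = inhibition above a set limit, derived from the sample mean plus 3 SD, cut at about 45% in these data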; note: values of inactives mirror those of a sister screen read the other way
Hsp70 activator – switches on Hsp70 transcription; HeLa Hsp70 promoter luciferase reporter, luminescence; scaled: vehicle 0, proteasome-inhibitor control 100%; activation, % at 10 µM; 200,000 compounds, 0.04% hits; AID 1203;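 active = activation above the mean across all tested compounds plus 3 SD, cutoff set per campaign, cut at about 5.5% in these data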;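 note: 100% = MG132 at 30 µM as the positive control and 0% = DMSO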
RAM network inh – inhibitors of the yeast RAM network. 190,000 compounds, 1.8% hits. inhibition, % at 50 µM. S. cerevisiae dse1pr::URA3 reporter, 5-FOA growth OD615, 2 d; analog-sensitive cbk1-as2 kinase mutant strain;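 active = inhibition above a set limit, 3 SD over mean compound inhibition, cut at about 8.4% in these data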;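 note: 0% = DMSO-only wells with no growth and 100% = 10 µM 1-NA-PP1 full growth; inhibition rescues growth on 5-FOA so higher OD means more RAM inhibition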
FLuc inh counter – Photinus pyralis luciferase inhibition counter-screen. P08659. ATPLite firefly luciferase biochemical luminescence, 10 min. inhibition, % at 10 µM. 200,000 compounds, 1.5% hits. AID 1006;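 active = inhibition above about 50% when tested at 10 µM, limit read from the data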
Target sequence (P08659 whole entry, looked up): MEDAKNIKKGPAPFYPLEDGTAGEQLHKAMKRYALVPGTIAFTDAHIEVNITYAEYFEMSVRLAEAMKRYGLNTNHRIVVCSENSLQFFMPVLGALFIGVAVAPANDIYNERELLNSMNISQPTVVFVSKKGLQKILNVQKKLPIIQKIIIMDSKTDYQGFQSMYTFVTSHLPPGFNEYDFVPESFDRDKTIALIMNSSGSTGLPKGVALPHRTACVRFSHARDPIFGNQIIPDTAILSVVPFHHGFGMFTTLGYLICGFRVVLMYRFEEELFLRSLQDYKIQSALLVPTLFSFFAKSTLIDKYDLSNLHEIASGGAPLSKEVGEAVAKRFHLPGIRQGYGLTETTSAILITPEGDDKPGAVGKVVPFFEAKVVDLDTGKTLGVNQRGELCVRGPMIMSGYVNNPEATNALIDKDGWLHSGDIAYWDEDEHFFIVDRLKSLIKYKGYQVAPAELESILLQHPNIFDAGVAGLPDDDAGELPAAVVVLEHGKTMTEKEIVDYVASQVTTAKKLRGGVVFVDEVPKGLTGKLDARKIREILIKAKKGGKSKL
STAT3 act – activators of IL-6 induced STAT3 signaling; activation (% of control), % at 5.6 µM; 190,000 compounds, 0.91% hits; U3A cells, IL-6 STAT3-luciferase reporter, luminescence; 100% = signal with IL-6 EC80 alone;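 active = activation above the screen-wide mean of compound activation plus 3 SD, cut at about 130% in these data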;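 note: 0% = background luminescence of wells with medium and substrate only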
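Material: human STAT1-deficient U3A cells with stable STAT3-luciferase reporter / Probe or stimulus: IL-6 stimulus at 33 ng/mL final / Schedule: 1 h compound pre-exposure, 6 h IL-6 stimulation, 37 °C / Technique: luminescence / Read-out basis: percent of IL-6-only median luminescence / Control set: IL-6-only high control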
APP 5'UTR act – APP 5'UTR luciferase reporter activation. SH-SY5Y APP 5'UTR luciferase reporter, luminescence; zero percent = DMSO vehicle wells. activation, % at 2 µM. 190,000 compounds, 1% hits. AID 1276;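 active = activation above a set limit, based on mean plus 3 SD of controls, cut at about 140% in these data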; note: values of inactives mirror those of a sister screen read the other way
NF-kB neuron act – compounds increasing NF-kB expression in human neuronal cells. NF-kB reporter expression; stronger effect = higher value. fold change at 12.5 µM. 190,000 compounds, 1.6% hits; in the data active = fold change above about 3.3
STAT1 inh – reduces IFN-gamma driven STAT1 reporter signal; NIH 3T3 STAT1-luciferase reporter, luminescence; inhibition, % at 5.5 µM; 200,000 compounds, 0.35% hits; AID 920;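 active = inhibition above a set limit, the mean inhibition across all tested compounds plus 3 SD, cut at about 34% in these data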;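 note: 0% = IFN-gamma with DMSO and 100% = IFN-gamma with 300 µM nifuroxazide; values of inactives mirror those of a sister screen read the other way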
* = called active by the depositor; / = not tested or not shown.

Sequence of screens: RAM network inh	STAT1 activator	FLuc inh counter	APP transl inh	STAT3 act	APP 5'UTR act	NF-kB neuron act	Hsp70 activator	STAT3 blocker	STAT1 inh
> Cc1nn(C)c(C)c1C1C(C#N)=C(N)OC2=C1C(=O)CCC2 (configuration not stated)
    0.7	103	-7	5	105	-5	1.2	-0.2	-5	-4
> CSc1ccc(C#N)cc1NC(=O)c1ccc(Cl)nc1
    1.9	100	-4	-6	88	6	1	-0.1	17	0
> COC1=CCC2([N+](=O)[O-])CN(CCO)CC1([N+](=O)[O-])C2 (configuration not stated)
    0.3	100	2	-2	102	2	0.98	-0.3	2	0
> Cc1cccc(NC(=O)c2cccc3c2-c2ccccc2C3=O)n1
    3.7	98	-5	-13	96	13	1.2	-0.1	12	1
> Cn1c(CN2CCCCC2)nc2cc(NC(=O)c3ccccc3Cl)ccc21
    -0.7	99	2	-32	92	32	1.1	-0.4	13	1
> O=C(CCSCc1ccccc1Cl)NC1CCCC1
    -0.8	90	-8	-9	100	9	1.2	-0.2	-2	10
> CCOc1ccc(C(=O)Nc2nnc(NC(=S)Nc3ccccc3)s2)cc1
    1.8	111	23	-12	106	12	1.5	-0.1	-3	-14
> COc1ccc(Cc2noc(CN3CCC(c4ccncc4)CC3)n2)cc1OC
    -1.2	80	-9	5	53	-5	0.81	0.0	60*	21
> CCN(CC)C(=O)Oc1ccc(OC(=O)N(CC)CC)cc1
    0.5	92	2	-7	99	7	1.1	-0.2	3	6
> O=C(NC(=S)N(CCO)Cc1ccccc1)c1cc(Br)ccc1Cl
    1.9	100	-8	-6	100	6	1.2	-0.3	2	-2
> CCCc1nc(-c2cc3ccc(C)cc3[nH]c2=O)no1
    0.6	112	-3	-13	85	13	1.8	-0.2	17	-13
> COc1cc(C(=O)N(Cc2cccc(Cl)c2)C2CCS(=O)(=O)C2)cc(OC)c1OC (configuration not stated)
    -0.3	99	0	13	101	-13	0.93	-0.4	4	1
> O=C(NCc1ccco1)C1CC(=O)N(c2ccc(Cl)cc2)C1 (configuration not stated)
    0.9	96	-1	-6	103	6	1.3	0.3	6	3
> Nn1c(-c2ccco2)n[nH]c1=S
    0.1	102	-4	-7	102	7	1.1	-0.4	7	-2
> Cc1cccc2cc(CN(CC3CCCO3)C(=S)NCc3ccco3)c(=O)[nH]c12 (configuration not stated)
    6.9	97	4	12	86	-12	1.1	0.0	23	3
> Cc1cc(C)cc(NC(=S)NCc2ccc(S(N)(=O)=O)cc2)c1
    0.5	84	-3	2	92	-2	1	-0.3	12	15
> Cc1cc2cc(CNC(=O)c3cccc([N+](=O)[O-])c3)ccc2n1C
    1.2	92	1	19	103	-19	0.96	-0.4	-3	9
> O=S(=O)(c1ccc(Cl)cc1)c1snnc1-c1ccccc1
    1.5	99	-3	96*	84	-96	6.4*	-0.1	23	1
> O=C1c2cccc3cccc(c23)C(=O)N1CCN1CCN(C(=S)Nc2ccc(Cl)cc2)CC1
    -0.2	100	-7	7	109	-7	1	-0.1	-4	0
> O=C1CCCC2=C1C(c1cn(-c3ccccc3)nc1-c1cccs1)c1c([nH]c(=O)[nH]c1=O)N2 (configuration not stated)
    2.1	96	-7	-8	100	8	1.1	0.4	4	5
> CCN(Cc1cn2cccnc2n1)C1CCCCC1
    2.0	100	1	14	94	-14	0.96	-0.2	8	-2
> COc1ccc(NC(=O)c2cccc(OC(F)F)c2)cc1Cl
    0.3	113	14	-116	94	116	2.7	-0.1	8	-14
> C=C(C)CNC(=S)N=Nc1c(O)[nH]c2ccc([N+](=O)[O-])cc12
    1.5	92	-5	19	103	-19	0.8	-0.3	-3	9
> OC(CSc1ccc(F)cc1)CN1CCN(c2ccccc2)CC1 (configuration not stated)
    1.1	96	-1	-20	103	20	1	0.2	8	3
> CCOC(=O)N/N=C(\C)c1ccc(OC(F)F)cc1OC(F)F
    0.5	97	-4	-26	99	26	1.3	-0.2	-4	3
> O=c1c2cc(Br)ccc2nc(-c2cccc(C(F)(F)F)c2)n1O
    0.3	102	-2	7	104	-7	0.76	-0.1	4	-3
> COc1ccc2c(c1OC)C(=O)N1N=C(c3ccc(O)cc3)CC21 (configuration not stated)
    0.7	95	7	-4	97	4	1.3	0.0	12	12
> COc1ccc(-c2nc(NC(=O)c3ccc(OCC(=O)Nc4ccc(F)cc4)c(OC)c3)sc2C)cc1
    2.6	102	-6	2	104	-2	0.35	-0.4	-2	-2
> O=C(NC(=S)Nc1ccc(N2CCCC2)cc1)c1ccccc1[N+](=O)[O-]
    5.6	125	-6	-32	109	33	1.2	-0.3	-8	-28
> CCc1noc(C)c1C(=O)Nc1nc(-c2cc(C)ccc2C)c(C)s1
    4.4	102	-7	-8	100	8	1.1	-0.2	5	-2
> CC(C)CCNC(=O)NC(=O)COC(=O)C1CCN(S(=O)(=O)c2ccccc2F)CC1
    5.6	84	-3	-19	97	19	1.1	0.0	3	17
> COC(=O)c1ccccc1NC(=O)NC1CC1
    -0.4	106	-9	8	101	-8	0.92	0.1	4	-10
> Cc1ccccc1C(=O)NC1CCN(Cc2nnnn2C(C)(C)C)CC1
    0.7	102	-8	-8	98	8	1	-0.1	4	-4
> CC(NC(=O)COc1cc(=O)n(C)c2ccccc12)c1ccc2c(c1)OCCO2 (configuration not stated)
    0.9	94	-3	-6	93	6	0.8	0.3	12	7
> CC(=O)NS(=O)(=O)c1ccc(NC(=O)CC(C)c2ccccc2)cc1 (configuration not stated)
    0.4	102	-8	0	98	0	1.1	-0.2	10	-4
> CCOc1ccc(C(=O)/C=C/c2cc(OC)c(OC)c(OC)c2)cc1
    2.9	91	0	-9	89	9	1.4	0.3	14	9
> Cc1nnc(SCC(=O)NCC2CCCCC2)n(N)c1=O
    1.8	96	-4	3	100	-3	1.1	-0.1	4	4
> CCc1ccc(-c2c(C)sc(NC(C)=O)c2C(N)=O)cc1
    5.6	103	-7	-17	102	17	0.93	-0.4	4	-3
> Cn1c(SCc2ccccc2)nc(C(F)(F)F)cc1=O
    2.0	93	-3	-1	103	1	0.97	-0.1	-1	8
> O=C(CNC(=O)c1ccco1)NCC(=O)OCc1cccc(C(=O)Oc2ccccc2)c1
    2.2	108	-4	2	111	-2	1.3	-0.1	-9	-9
> COc1ccc(CSc2nc(C)cc(C)c2C#N)cc1
    2.5	104	-6	-39	78	39	1	-0.2	28	-6
> Cc1cccc(N2CCN(C(=O)c3ccc4nc[nH]c4c3)CC2)c1C
    1.1	88	2	1	105	-1	0.91	-0.2	-8	14
> Cc1ccc(-n2c(CNc3ccc(F)cc3)nnc2SCC(=O)NCc2ccco2)cc1
    -0.8	104	-4	4	103	-4	1.2	-0.2	-1	-4
> O=C(Nc1ncn[nH]1)c1ccccc1Br
    -0.3	105	-7	1	101	-1	1.1	-0.3	3	-6
> CC(C)CCOc1ncnc2c1sc1nc3c(cc12)CSC(C)(C)C3
    13*	104	-5	1	95	-1	0.93	-0.6	10	-5
> Cc1ccc(NC(=O)C(=O)NCC2CCCO2)cc1C (configuration not stated)
    2.3	142*	9	-115	103	115	2.7	0.0	0	-45
> Cc1cc(-n2c(C)cc(C(=O)CN3C(=O)NC4(CCCCCC4)C3=O)c2C)no1
    1.9	105	-6	-8	99	8	0.65	0.2	7	-5
> CNC(=S)/N=C(/Nc1ccccc1)c1ccccc1
    1.0	99	-8	8	98	-8	1.3	-0.4	6	1
> CC1=C(C(=O)Nc2ccccc2)C(c2cccs2)C(C#N)=C(SCC#N)N1 (configuration not stated)
    2.1	97	-6	5	109	-5	0.96	0.2	-7	3
> CC(C)[C@H](NC(=O)OC(C)(C)C)c1nnc(SCC(=O)Nc2ccc(Br)cc2)o1
    0.1	91	1	-4	97	5	0.71	-0.3	7	10

More results.
Sequence of screens: RAM network inh	STAT1 activator	FLuc inh counter	APP transl inh	STAT3 act	APP 5'UTR act	NF-kB neuron act	Hsp70 activator	STAT3 blocker	STAT1 inh
> COc1ccc(CN=C(Nc2ccccc2)SC2CC(=O)N(C)C2=O)cc1 (configuration not stated)
    5.3	112	-2	6	105	-6	1	-0.1	0	-14
> O=C1ON=C(c2ccc(Cl)cc2)/C1=C/c1ccc(O)cc1
    -1.0	103	-2	4	89	-4	1.1	0.0	15	-5
> Nc1cc(=O)[nH]c(SCC(=O)Nc2cc(Cl)cc(Cl)c2)n1
    4.2	87	-12	/	103	/	1	-0.3	-3	14
> CCC/C=N/NC(=O)c1[nH]c2c([N+](=O)[O-])cccc2c1C
    1.4	73	-2	89*	98	-89	0.83	-0.1	4	30
> COc1ccc(S(=O)(=O)NCCOc2ccccc2)cc1OC
    -0.2	95	3	10	99	-10	1.3	0.2	5	6
> CCOC(=O)C1CCCN(S(=O)(=O)c2ccc(Br)s2)C1 (configuration not stated)
    0.0	94	-1	-5	99	5	1.1	-0.2	6	6
> COc1cc(NC(=O)C2CCC(CNc3c(N4CCCCC4)c(=O)c3=O)CC2)cc(OC)c1 (configuration not stated)
    0.3	94	-4	-20	100	20	0.89	-0.5	0	7
> O=C1C2CC=CCC2C(=O)N1n1cnnc1 (configuration not stated)
    0.8	98	-8	18	101	-18	1.1	0.2	1	2
> CCNc1nc(NCC)nc(OCCOC(=O)COc2ccc(Cl)cc2Cl)n1
    0.4	106	0	-4	99	5	1.1	0.0	4	-7
